Screening data (PubChem)
RGS4 act – RGS4 potentiators or activators, primary screen, cell-based, HEK293 M3R inducible RGS4, calcium flux. carbachol calcium flux Fluo4; stronger effect = lower value. B-score at 10 µM. hit rate 0.92% among 310,000;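 active means B-score of the integrated calcium signal more than 4 SD below the library mean, with starting fluorescence not abnormally high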;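 further: negative B-score means reduced calcium response which marks RGS4 activation or potentiation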
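System – HEK293 FlpIn-TREx cells, stable M3R, doxycycline-inducible RGS4 · Reagent – ECmax carbachol challenge · Times – compound preincubation 20 min at room temperature before agonist · Technique – Fluo4 fluorescence kinetic imaging of calcium · Measure – B score of integrated Fluo4 ratio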
KCNK9 inh – KCNK9 potassium channel inhibitors, primary screen, HEK293 cells, thallium flux; B-score at 10 µM; hit rate 1.2% among 310,000; FluxOR thallium flux fluorescence; stronger effect = lower value;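 active means ratio B-score over 3 SD below the library mean, with starting fluorescence within 5 SD of its mean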;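 further: negative B-score means less thallium flux so channel inhibition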
Target sequence (Q9NPC2 whole entry, looked up): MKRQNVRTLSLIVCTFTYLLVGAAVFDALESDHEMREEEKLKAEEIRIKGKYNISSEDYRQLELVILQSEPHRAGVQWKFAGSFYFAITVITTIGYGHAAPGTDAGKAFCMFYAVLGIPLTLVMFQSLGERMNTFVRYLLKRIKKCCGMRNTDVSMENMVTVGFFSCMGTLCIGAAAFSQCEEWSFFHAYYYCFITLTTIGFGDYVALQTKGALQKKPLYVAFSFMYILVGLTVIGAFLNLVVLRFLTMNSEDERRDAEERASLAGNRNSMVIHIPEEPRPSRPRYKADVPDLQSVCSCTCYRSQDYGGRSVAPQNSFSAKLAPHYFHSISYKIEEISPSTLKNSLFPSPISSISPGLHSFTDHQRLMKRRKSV
RGS4 inh – RGS4 inhibitors, primary screen, cell-based, HEK293 M3R inducible RGS4, calcium flux; Regulator of G-protein signaling 4 (Homo sapiens), P49798; Fluo-4 calcium flux; stronger effect = higher value; triggered by carbachol at its EC20; B-score at 10 µM; hit rate 0.45% among 310,000;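 active means B-score, a plate-corrected calcium signal, over three deviations above library mean, with baseline fluorescence within five deviations of library mean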;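 further: RGS4 expression induced by doxycycline in cells with stable M3 receptor; B-score is computed from the integrated fluorescence ratio over baseline after carbachol; higher B-score means a larger calcium signal and so more RGS4 inhibition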
Target sequence (P49798 whole entry, looked up): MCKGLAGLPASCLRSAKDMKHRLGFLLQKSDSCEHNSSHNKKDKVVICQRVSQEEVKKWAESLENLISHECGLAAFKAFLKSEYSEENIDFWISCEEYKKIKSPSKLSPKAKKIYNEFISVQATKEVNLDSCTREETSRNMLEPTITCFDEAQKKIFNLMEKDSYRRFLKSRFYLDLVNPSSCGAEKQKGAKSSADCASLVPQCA
PolyA inhibitor – polyadenylation inhibitors in yeast reporter cells, primary screen, luminescence, S. cerevisiae. S. cerevisiae SKY197-pL101 polyadenylation reporter, beta-gal luminescence; efflux-impaired pdr1/pdr3 knockout yeast; score 100 = 6 SD above DMSO. calls only at 12 µM. hit rate 0.02% among 300,000;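 active means lowest replicate activity score at least 50, where 100 means six control SD above control mean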;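 further: yeast exposed to compound for 9 h at 30 °C; higher score means more reporter readthrough which indicates perturbed polyadenylation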
KCNQ1 act – potentiators or activators of KCNQ1 channel, primary screen, cell-based, thallium flux, high-throughput. Potassium voltage-gated channel subfamily KQT member 1 (Homo sapiens), P51787. CHO-K1 KCNQ1, thallium flux FluxOR fluorescence; stronger effect = higher value. hit rate 0.35% among 310,000. B-score at 10 µM;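 active means fluorescence ratio B-score, a plate-corrected score, at least three library SD, with initial intensity B-score within 5 SD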
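Assay system: CHO-K1 cells stably expressing KCNQ1. Medium: assay buffer for compound exposure, DMSO matched across wells. Timing: 37 °C overnight plating, 90-min dark dye load, 20-min compound pretreatment. Signal: kinetic FluxOR fluorescence, 10 s baseline plus 110 s post-stimulus.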
GSK3B inh – human GSK3beta kinase inhibitors, primary screen, biochemical, cell-free homogeneous, HTS | Glycogen synthase kinase-3 beta (Homo sapiens), P49841 | GST-GSK3beta kinase, ADP-Glo luminescence, 60 min; stronger effect = lower value | activity score (negative = inhibition), % at 10 µM | hit rate 0.038% among 300,000;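 active means more than half of replicate wells score below -50%, meaning over 50% inhibition versus plate controls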;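 further: 0% = median DMSO wells and -100% = median GW8510 positive control wells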
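Assay system: GST-fused GSK3beta enzyme, cell-free / Medium: Tris pH 7.5 buffer with MgCl2, DTT, BSA, heparin / Also added: peptide substrate plus 25 µM ATP (final) / Compound: 10 µM single point / Timing: kinase reaction with compound 60 min at room temperature / Detection: ADP-Glo luminescence / Benchmarks: DMSO neutral wells and GW8510 at 20 µM as positive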
GSK3A inh – blockers of GSK3A enzyme activity – biochemical, luminescence, cell-free homogeneous, HTS, primary screen | GSK-3 alpha kinase, ADP-Glo luminescence, 60 min | inhibition, % at 10 µM | hit rate 0.1% among 320,000 | AID 2650, 2010;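 in the data active means inhibition above about 50%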;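 further: GST-tagged GSK-3 alpha with peptide substrate and 25 µM ATP; 0% = DMSO neutral wells and 100% = GW8510 positive control wells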
hERG protect – hERG rescue from dofetilide block, primary screen, cell-based, CHO-hERG, FluxOR thallium flux, dofetilide IC70; hit rate 0.51% among 310,000; Voltage-gated inwardly rectifying potassium channel KCNH2 (Homo sapiens), Q12809; AID 1511, 2009; dofetilide IC70 present; activation (rescue from dofetilide block), less the hit threshold, % at 10 µM;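 active means activation above the mean of controls blocked by dofetilide plus 5 SD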;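 further: thallium influx through hERG after potassium depolarization seen as dye fluorescence rise; in these data hits start at about 4.7%; inactives centre near -7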
DYRK1A inh – rat Dyrk1A kinase inhibitors, primary screen, biochemical, single point, plate reader. Dual specificity tyrosine-phosphorylation-regulated kinase 1A (Rattus norvegicus), Q63470. ADP-Glo luminescence, NFATc1 peptide. inhibition, % at 12.5 µM. hit rate 0.43% among 310,000. AID 504441, 2011; in the data active means inhibition above about 50%;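 further: plate controls were vehicle with enzyme for no effect and no enzyme for full effect; many of its hits are not listed in these tables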
KCNK3 block – human KCNK3 channel inhibitors, primary screen, CHO cells, FluxOR thallium flux, B-score; hit rate 0.84% among 340,000; B-score at 10 µM; FluxOR fluorescence; stronger effect = lower value;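 active means B-score under library mean minus 4 SD, starting fluorescence ratio at most library mean plus 5 SD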;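 further: more negative B-score means stronger inhibition of thallium flux through KCNK3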
Target sequence (O14649 whole entry, looked up): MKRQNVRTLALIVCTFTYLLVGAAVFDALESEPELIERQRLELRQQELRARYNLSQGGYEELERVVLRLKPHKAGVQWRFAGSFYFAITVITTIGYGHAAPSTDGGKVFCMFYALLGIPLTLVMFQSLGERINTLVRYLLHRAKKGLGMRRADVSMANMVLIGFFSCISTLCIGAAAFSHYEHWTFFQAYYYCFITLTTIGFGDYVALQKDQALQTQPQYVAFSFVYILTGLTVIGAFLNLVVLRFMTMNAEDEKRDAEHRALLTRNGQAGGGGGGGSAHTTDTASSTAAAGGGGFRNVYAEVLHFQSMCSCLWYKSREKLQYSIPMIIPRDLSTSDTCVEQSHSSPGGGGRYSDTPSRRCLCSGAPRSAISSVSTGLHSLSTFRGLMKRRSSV
KCNQ1 block – inhibitors of human KCNQ1 channel, primary screen, cell-based, thallium flux, high-throughput | Potassium voltage-gated channel subfamily KQT member 1 (Homo sapiens), P51787 | CHO-K1 KCNQ1, FluxOR thallium flux fluorescence; stronger effect = higher value | B-score at 10 µM | hit rate 1.3% among 310,000;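 active means compounds whose thallium flux B-score, printed positive for inhibition, exceeds three library SD while starting fluorescence stays within three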;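 further: channel opened by potassium depolarization with thallium stimulus after 20 min compound exposure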
Starred values were filed as active, the others as inactive; i = inactive; · = not tested or not shown.

SMILES	RGS4 act	KCNK9 inh	RGS4 inh	PolyA inhibitor	KCNQ1 act	GSK3B inh	GSK3A inh	hERG protect	DYRK1A inh	KCNK3 block	KCNQ1 block
CCC(CC)c1nnc(NC(=O)c2ccc3c(c2)OCO3)s1	i	i	i	i	i	2	0	-8	2	i	i
N=c1nc(-c2ccccc2)ccn1O	i	i	i	i	i	-2	2	-2	7	i	i
COc1ccc(-c2c(C(F)(F)F)nn(C)c2NC(=O)c2ccco2)cc1	i	i	i	i	i	-1	0	0	-2	i	i
O=C(COC(=O)c1ccc[nH]c1=O)NC1CCCCCCC1	i	i	i	i	i	2	-1	0	·	i	i
C/C(=N\NC(=O)CNc1cccc2ccccc12)c1ccccc1	i	i	i	i	i	8	-1	-6	-4	i	i
COc1ccc(/C=C2\N=C3CCCCCN3C2=O)cc1	i	i	i	i	i	4	-1	-5	9	i	i
Cc1cc(C)nc(-n2ncc3c2CCCC3=O)n1	i	i	i	i	i	-1	-3	-4	-1	i	i
C#CCOCCOCCOCCNc1nc(N2CCN(C(=O)Cn3cc(CCO)nn3)CC2)nc(N2CCN(C(=O)[C@H]([C@@H](C)O)n3cc(CCCCN)nn3)CC2)n1	i	i	i	i	i	0	-1	0	-2	i	i
Cc1ccccc1NC(=O)CCC(=O)N/N=C/c1ccncc1	i	i	i	i	i	2	-6	-7	13	i	i
O=C(Nc1cnn(Cc2ccc(F)cc2)c1)c1cnn2c(C(F)F)cc(-c3ccccc3)nc12	i	-13*	i	i	i	1	1	-10	-2	i	i

Quoted from above, six compounds:
SMILES	RGS4 act	KCNK9 inh	RGS4 inh	PolyA inhibitor	KCNQ1 act	GSK3B inh	GSK3A inh	hERG protect	DYRK1A inh	KCNK3 block	KCNQ1 block
CCC(CC)c1nnc(NC(=O)c2ccc3c(c2)OCO3)s1	i	i	i	i	i	2	0	-8	2	i	i
N=c1nc(-c2ccccc2)ccn1O	i	i	i	i	i	-2	2	-2	7	i	i
COc1ccc(-c2c(C(F)(F)F)nn(C)c2NC(=O)c2ccco2)cc1	i	i	i	i	i	-1	0	0	-2	i	i
O=C(COC(=O)c1ccc[nH]c1=O)NC1CCCCCCC1	i	i	i	i	i	2	-1	0	·	i	i
C/C(=N\NC(=O)CNc1cccc2ccccc12)c1ccccc1	i	i	i	i	i	8	-1	-6	-4	i	i
COc1ccc(/C=C2\N=C3CCCCCN3C2=O)cc1	i	i	i	i	i	4	-1	-5	9	i	i

Remaining list, next part
SMILES	RGS4 act	KCNK9 inh	RGS4 inh	PolyA inhibitor	KCNQ1 act	GSK3B inh	GSK3A inh	hERG protect	DYRK1A inh	KCNK3 block	KCNQ1 block
Cc1nnc(SCC(=O)NC2CCCCC2)s1	i	i	i	i	i	3	-3	-5	-2	i	i
CCOC(=O)c1oc2cccc(O)c2c1C	i	i	i	·	i	0	0	-5	27	i	i
O=C(NCCN1CCOCC1)C1CC(=O)N(c2ccc(F)c(Cl)c2)C1 (stereo not given)	i	i	i	i	i	1	-2	-9	0	i	i
COCCCN1C(=O)C(=O)/C(=C(/O)c2ccc(S(=O)(=O)N3CCCCC3)cc2)C1c1ccc(F)cc1 (stereo not given)	i	i	i	i	i	2	-2	-7	2	i	i
Cc1ccc(C(=O)N2CCN(c3ncccn3)CC2)o1	i	i	i	i	i	2	·	-9	3	i	i
C=CCn1cnc2c(NCc3ccccc3)ncnc21	i	i	i	i	i	-2	2	-10	4	i	i
COc1ccc(N2CCN(C(=O)c3ccc4c(c3)NC(=O)C(CSCc3c(F)cccc3Cl)N4)CC2)cc1 (stereo not given)	i	i	i	i	i	-2	1	-5	·	·	i
O=C(Nc1cccnc1)c1cccc([N+](=O)[O-])c1	i	i	i	i	i	3	1	-7	-2	i	i
Cc1ccc(C(c2nnnn2C(C)(C)C)N2CCN(C3CCCC3)CC2)cc1 (stereo not given)	i	i	i	i	i	-1	-2	-12	-2	i	i
COc1ccc(/C(C)=N/NC(=O)c2nnn(-c3nonc3N)c2-c2ccccc2)cc1	i	i	i	i	i	-2	1	-4	-6	i	i

Single records, from the list above. Order of screens: RGS4 act | KCNK9 inh | RGS4 inh | PolyA inhibitor | KCNQ1 act | GSK3B inh | GSK3A inh | hERG protect | DYRK1A inh | KCNK3 block | KCNQ1 block
`Cc1nnc(SCC(=O)NC2CCCCC2)s1` is entered as i | i | i | i | i | 3 | -3 | -5 | -2 | i | i
`O=C(NCCN1CCOCC1)C1CC(=O)N(c2ccc(F)c(Cl)c2)C1` (stereo not given) is entered as i | i | i | i | i | 1 | -2 | -9 | 0 | i | i

(next part)
SMILES	RGS4 act	KCNK9 inh	RGS4 inh	PolyA inhibitor	KCNQ1 act	GSK3B inh	GSK3A inh	hERG protect	DYRK1A inh	KCNK3 block	KCNQ1 block
COc1cccc(-c2nc(-c3cccs3)no2)c1	i	i	i	i	i	-3	-2	-9	-6	i	i
O=C(c1ccc(-c2nc3ccccc3s2)o1)N1CCN(c2ccccc2O)CC1	-8.3*	i	i	i	i	4	-3	-17	0	i	i
CCOc1ccc(N2Cc3ccccc3C2)cc1	i	i	i	i	i	0	3	-5	0	i	i
COc1ccc2cc(C(=O)N/N=C/c3sc4ccccc4c3O)ccc2c1	i	i	i	i	i	0	-3	-14	18	i	9*
Cc1nc(N2CCc3ccccc3C2)[nH]c(=O)c1Cc1ccccc1	i	i	i	i	i	0	3	-3	-4	i	i
CCOc1ccc(-c2nnn(CC(=O)N3CCCC(C)C3)n2)cc1 (stereo not given)	i	i	i	i	i	-2	·	-2	4	i	i
CCCc1nnc(NC(=O)Cn2cnc3ccccc3c2=O)s1	i	i	i	i	i	0	1	1	28	i	i
COc1ccc(CNC(=O)CNC(=O)[C@@H]2Cc3ccccc3CN2)cc1	i	i	i	i	i	1	-5	-1	5	i	i
Nc1ncc2c(n1)CC(c1ccco1)CC2=O (stereo not given)	i	i	i	i	i	2	12	-3	10	i	i
COc1ccc2c(C=O)c[nH]c2c1	i	i	i	i	i	1	0	-2	49	i	i
Cc1ccc(NC(=O)C2=C(O)c3sccc3N(C)S2(=O)=O)cc1	i	i	i	i	i	1	-3	-5	-2	i	i
O=C(NC1CCCC1)c1cc2nc(-c3ccco3)cc(C(F)(F)F)n2n1	i	i	i	i	i	0	0	-6	-3	i	i
COc1cc(/C=C/C(=O)OCC(=O)N(C)C2CCS(=O)(=O)C2)ccc1OC(F)F (stereo not given)	i	i	i	i	i	2	4	-3	-1	i	i
COC(=O)/C(=N/Nc1ccccc1)N1CCCc2ccccc21	i	i	i	i	i	-2	·	-17	-13	i	i
O=C(Cc1ccccc1)NC1c2ccccc2-c2ccccc21	i	i	i	i	i	-3	1	-6	8	i	i
Cc1cc(C)c2c(C)c(C(=O)NCc3ccc(S(N)(=O)=O)cc3)oc2c1	i	i	i	i	i	0	1	-15	3	i	i
Cc1nc2cc(-c3ccccc3)ccc2o1	i	i	i	i	i	-3	-3	-18	0	i	i
CN1C(=S)N(c2ccccc2)C(=O)/C1=C/c1ccco1	i	i	i	i	i	2	-1	1	-3	i	i
O=Cc1cn(CC(=O)N2CCc3ccccc32)c2ccccc12	i	i	i	i	i	1	1	-1	5	i	i
CCCNC(=O)COC(=O)c1ccccc1OCc1ccc(Cl)cc1	i	i	i	i	i	1	0	-8	-22	i	i

Random excerpt: four entries already listed
SMILES	RGS4 act	KCNK9 inh	RGS4 inh	PolyA inhibitor	KCNQ1 act	GSK3B inh	GSK3A inh	hERG protect	DYRK1A inh	KCNK3 block	KCNQ1 block
Cc1nc2cc(-c3ccccc3)ccc2o1	i	i	i	i	i	-3	-3	-18	0	i	i
COc1cc(/C=C/C(=O)OCC(=O)N(C)C2CCS(=O)(=O)C2)ccc1OC(F)F (stereo not given)	i	i	i	i	i	2	4	-3	-1	i	i
O=C(Cc1ccccc1)NC1c2ccccc2-c2ccccc21	i	i	i	i	i	-3	1	-6	8	i	i
O=C(NC1CCCC1)c1cc2nc(-c3ccco3)cc(C(F)(F)F)n2n1	i	i	i	i	i	0	0	-6	-3	i	i

Following part.
SMILES	RGS4 act	KCNK9 inh	RGS4 inh	PolyA inhibitor	KCNQ1 act	GSK3B inh	GSK3A inh	hERG protect	DYRK1A inh	KCNK3 block	KCNQ1 block
Cc1cccc2cc3c(N)c(C(=O)Nc4ccc(N5CCOCC5)cc4)sc3nc12	-11*	i	i	i	i	-1	-1	-1	7	-11*	i
Cc1ccc(C(=O)NNC(=O)C2CCN(C(=O)OC(C)(C)C)CC2)cc1	i	i	i	i	i	18	2	-6	-4	i	i
CC(C)c1onc(C(=O)NCc2ccccc2)c1[N+](=O)[O-]	i	i	i	i	i	4	1	-5	-2	i	i
CCn1c(C)c(Br)c(=O)c(C(=O)OC)c1-c1ccc(Cl)cc1	i	i	i	i	i	0	-1	2	-4	i	i
N#CC1(NC(=O)CSc2nc3ccc([N+](=O)[O-])cc3s2)CCCCC1	i	i	i	i	i	1	4	-17	20	i	i
CC(C)(C)NC(=O)/C(=C\c1ccco1)NC(=O)c1ccco1	i	i	i	i	i	3	-2	-3	0	i	i
Cn1cc(CN2CCC(N3CCNC(=O)CC3)CC2)c(-c2ccccc2F)n1	i	i	i	i	i	2	-1	-3	-4	i	i
Cc1ccc2c(c1)N(C(=O)CCC(=O)NCc1cccnc1)CCO2	i	i	i	i	i	-4	-3	-11	4	i	i
O=C(NC1C/C(=N/O)c2cc3c(cc21)OCO3)C(F)(F)F (stereo not given)	i	i	i	i	i	4	-1	3	0	i	i
COc1ccc(CNC(=O)CCC(=O)N2CCN(C(C)=O)CC2)cc1	i	i	i	i	i	1	-2	-6	-3	i	i

This is a subset; rates above refer to the full screens.
